SRC1 TRFRET art: flags TR-FRET format artefacts in PPARgamma SRC-1 recruitment agonist screen | TR-FRET detection artefact counter-screen, emission ratio; active compounds read high | TR-FRET ratio at 8 µM | 0.34% of 99,000 active | AID 1051; in the data active = TR-FRET ratio above about 2300; also: inactives centre near 1800; reference of the scale not given here
SRC3 TRFRET art: counter-screen for PPARgamma SRC-3 recruitment agonists: TR-FRET artefact | TR-FRET ratio at 8 µM | 0.39% of 99,000 active | PPARgamma/SRC-3 format; active compounds read high | AID 1048; in the data active = TR-FRET ratio above about 2000; also: inactives centre near 1600; reference of the scale not given here
The depositor's hits bear a star; & = joins results of further samples.

SMILES | SRC1 TRFRET art | SRC3 TRFRET art
CC1CC(=S)Nc2ccccc2N1C(=O)Nc1ccccc1 (stereo unspecified) | 1741 | 1597
C/[N+]([O-])=C\CC(=O)c1ccc(-c2ccccc2)cc1 | 1850 | 1521
Cc1ccccc1OCc1nnc(SCCN2CCCC2)n1-c1ccccc1 | 1767 | 1705
CCOc1ccccc1OCCCC(=O)N1CCN(S(=O)(=O)c2cccc(F)c2)CC1 | 1995 | 1475
Clc1ccc(C2=NNC(=NCC3CCCO3)SC2)cc1 (stereo unspecified) | 1771 | 1467
O=C(CSc1nc(-c2ccccc2Cl)ns1)c1ccc(Cl)cc1 | 1952 | 1482
Cc1ccc(/C=N/NC(=O)CCn2nc(C)cc2C)c(C)c1 | 1963 | 1577
CC(C)Cc1cc(C(=O)Nc2ccc(F)cc2F)no1 | 1544 | 1627
Cc1ccc(SCCNC(=O)/C=C/c2ccc([N+](=O)[O-])cc2)cc1 | 1947 | 1810
CCOc1cc(CNC)ccc1OCC(=O)NC(C)(C)C | 1973 | 1577
O=C(CSCc1ccc([N+](=O)[O-])cc1)N/N=C/c1ccncc1 | 1955 | 1724
O=C(NCC(=O)N(c1cccc(F)c1)C(C(=O)NCC1CCCO1)c1ccccc1)c1ccco1 (stereo unspecified) | 1581 | 1837
C=CCNC(=S)Nc1ccc(Cl)c(S(=O)(=O)N2CCOCC2)c1 | 1768 | 1433
C=C(CC1([C@@H](NP(=O)(c2ccccc2)c2ccccc2)[C@H]2C[C@@H]2CCCC)CC1)c1ccccc1 | 1947 | 1638
Cc1cc(C)nc(Sc2ccc(C=O)cc2[N+](=O)[O-])n1 | 1903 | 1558
Cc1ccc([N+](=O)[O-])c(OCCCN2C(=O)NC(C)(C)C2=O)c1 | 1937 | 1556
CC(Oc1ccc2ccc(=O)oc2c1)C(=O)c1ccccc1 (stereo unspecified) | 1743 | 1604
O=C(c1cccc(Cl)c1)N1CCN(c2ncnc3c2cnn3-c2ccccc2)CC1 | 1875 | 1618
CS(=O)(=O)C1=NSC2=NC(=O)/C(=C\c3ccc(-c4ccccc4)o3)C(=N)N21 | 1722 | 1470
O=C(N/N=C/c1ccc(Br)s1)c1ccncc1 | 1659 | 1752
COC(=O)c1cc(NC(=O)c2cccc(Cl)c2)c(=O)oc1/C=C/Nc1cc(C)cc(C)c1 | 1847 | 1535
Cn1c(Cn2c(=O)sc3ccccc32)nnc1SCC(=O)N1CCCCCC1 | 1829 | 1644
Cc1csc(NC(=O)c2ccc(OCC3CCCO3)cc2)n1 (stereo unspecified) | 2075 | 1809
COc1ccc(C2=CC(=O)CC(c3ccccc3)C2)cc1 (stereo unspecified) | 1698 | 1642
CC(C)CNC(=S)Nc1ccc(S(N)(=O)=O)cc1 | 1656 | 1681
The results go on.
SMILES | SRC1 TRFRET art | SRC3 TRFRET art
CCOC(=O)c1sc(NC(=O)CCN2CCC(C)CC2)c(C(=O)OCC)c1C | 1863 | 1571
CN(C(=O)COC(=O)C(Cc1ccccc1)NC(=O)c1ccccc1)c1ccccc1 (stereo unspecified) | 1870 | 1665
CC(C)NC(=O)/C(C#N)=C\c1ccc(N(C)C)c(Br)c1 | 1934 | 1655
Cc1ccc[n+](CC(=O)Nc2cc(C(F)(F)F)ccc2N2CCOCC2)c1 | 1612 | 1462
COc1cccc(CN2CCN(Cc3ccc(OC)c(OC)c3)CC2CCO)c1 (stereo unspecified) | 1731 | 1510
CN(c1ccccc1)S(=O)(=O)c1ccc(Cl)c(C(=O)Nc2nc3ccccc3[nH]2)c1 | 1834 | 1467
COc1cc(C)c(C(C)C)cc1S(=O)(=O)n1cnc(C)c1 | 1727 | 1477
Cc1cc(=O)oc2c(CN3CC(C)OC(C)C3)c(O)c(Cl)cc12 (stereo unspecified) | 2020 | 1725
CCN(CC)c1ccc(NC(=O)COc2ccccc2C#N)cc1S(=O)(=O)Nc1ccc(OC)cc1 | 1883 | 1722
Cc1ccc(CSc2nnc(Cn3c(=O)sc4ccccc43)n2C)cc1 | 2269 | 1700
CCN(CC)CCNC(C(=O)Nc1cccc(C(C)=O)c1)c1ccccc1 (stereo unspecified) | 1550 | 1475
CN(c1ccccc1)S(=O)(=O)c1cccc(NC(=O)CC(C)(C)C)c1 | 1552 | 1530
COc1ccc2c(c1)C(=O)C(=O)N2 | 1958 | 1608
CCN(CC)c1ccc(NC(=O)C2CC3CCC2C3)cc1 (stereo unspecified) | 1995 | 1454
Cc1nonc1CN(C)C(=O)CC1C(=O)NCCN1Cc1ccc(F)c(F)c1 (stereo unspecified) | 1743 | 1659
O=C(O)CCCCCNS(=O)(=O)c1ccc2c(c1)OCCO2 | 1731 | 1511
Nc1c(C(=O)c2ccc(Cl)cc2)sc2nc3c(cc12)CCC3 | 1780 | 1465
Cc1cc(C)n2nc(CCCCc3nc4nc(C)cc(C)n4n3)nc2n1 | 1532 | 1774
COc1cc(C2C(C#N)=C(N)Oc3cc(C)oc(=O)c32)ccc1OC(=O)N1CCOCC1 (stereo unspecified) | 1647 | 1317
CN(C)CCCN(C(=O)/C=C/c1cccs1)c1nc2c(F)cccc2s1 | 1863 | 1603
CC(NC(=O)CN(C)S(=O)(=O)c1cnc[nH]1)c1ccccc1 (stereo unspecified) | 1943 | 1530
COc1ccc(Br)cc1CNC(=O)CCNC(=O)Cn1ccc2ccccc2c1=O | 1620 | 1433
CC(=O)N1CCC2(CC1)C/C(=N\NC(=S)Nc1ccccc1F)c1cc(O)ccc1O2 | 2124 | 1700
O=C(CCc1nnc(-c2ccccc2)o1)NC1CCCCC1 | 1445 | 1383
O=C(CSc1n[nH]c(-c2ccco2)n1)N1c2ccccc2Sc2ccccc21 | 1748 | 1553
The results go on:
SMILES | SRC1 TRFRET art | SRC3 TRFRET art
COc1ccccc1NC(=O)Cn1c2ccccc2c2nc3n(c(=O)c21)CCS3 | 1721 | 1513
CC(=O)c1ccc(NC(=O)C2CCCN(C(=O)c3ccc(Cl)cc3)C2)cc1 (stereo unspecified) | 1717 | 1515
Cc1ccc2nc(SCC(=O)Nc3ccc(C)c([N+](=O)[O-])c3)[nH]c2c1 | 1647 | 1295
CCOC(=O)c1ncn2c1CN(C)C(=O)c1cc(F)ccc1-2 | 1804&1700 | 1606&1628
COc1ccc(S(=O)(=O)Nc2ccc(NC(C)=O)cc2)cc1[N+](=O)[O-] | 2035 | 1674
Cc1nonc1OCCn1c([N+](=O)[O-])cnc1C | 1840 | 1594
Cc1cccc(Cc2c(C)[nH]c(=O)c(C#N)c2C)c1 | 1958 | 1590
COc1ccc(CN2CCN(CCc3ccccc3)C(CCO)C2)cc1Cn1cncn1 (stereo unspecified) | 1930 | 1678
Cc1cc(OCCN2CCOCC2)ccc1[N+](=O)[O-] | 1743 | 1686
Cc1nc2ccccn2c1/C(O)=C1\C(=O)C(=O)N(CCN2CCOCC2)C1c1cccs1 (stereo unspecified) | 1884 | 1690
COCCNC(=O)/C(C#N)=C/c1ccc(OCC(=O)NC2CCCCC2)cc1 | 1795 | 1846
COc1cc(/C=c2\s/c(=C\C(=O)C(C)(C)C)[nH]c2=O)cc(OC)c1OC | 1643 | 1802
Cc1ccc(NC(=O)C(=O)NCCN2CCN(S(C)(=O)=O)CC2)cc1C | 1622 | 1401
COc1ccc(-c2cc(C(=O)Nc3c(C)n(C)n(-c4ccccc4)c3=O)no2)cc1 | 1702 | 1692
O=C(CSc1nnc(NC(=O)C2CC2)s1)NCc1ccco1 | 2121 | 1616
CCOc1ccc(OCCN2CCCCC2)cc1 | 1567 | 1701
CCn1c2ccccc2c2cc(NC(=O)COC(=O)c3ccccc3F)ccc21 | 1834 | 1576
CC1Cc2ccccc2N1C(=O)CSc1nc2ccccc2s1 (stereo unspecified) | 1719 | 1334
COC(=O)Cn1cc([N+](=O)[O-])nc1C | 1766 | 1652
CC(C)CNc1nc(Oc2ccc(=O)[nH]n2)nc(N2CCOCC2)n1 | 1548 | 1606
CCn1c(=S)[nH]c2cc(C(=O)O)ccc21 | 2061 | 1531
Cc1ccc(NC(=O)c2ccc([N+](=O)[O-])o2)cc1C | 1571 | 1662
O=c1c(-c2ccc(O)cc2O)coc2cc(O)cc(O)c12 | 2037 | 1478
CC(/C=C/c1ccccc1)=N/NC(=O)CNC(=O)c1ccccc1F | 2102 | 1569
O=c1[nH]c(SCc2ccccc2Cl)nc2c1cnn2-c1ccccc1 | 2022 | 1714

Exported in markdown: part of the list above
| compound | SRC1 TRFRET art | SRC3 TRFRET art |
| --- | --- | --- |
| Cc1ccc2nc(SCC(=O)Nc3ccc(C)c([N+](=O)[O-])c3)[nH]c2c1 | 1647 | 1295 |
| CCOC(=O)c1ncn2c1CN(C)C(=O)c1cc(F)ccc1-2 | 1804&1700 | 1606&1628 |
| COc1ccc(S(=O)(=O)Nc2ccc(NC(C)=O)cc2)cc1[N+](=O)[O-] | 2035 | 1674 |
| Cc1nonc1OCCn1c([N+](=O)[O-])cnc1C | 1840 | 1594 |
| Cc1cccc(Cc2c(C)[nH]c(=O)c(C#N)c2C)c1 | 1958 | 1590 |
| COc1ccc(CN2CCN(CCc3ccccc3)C(CCO)C2)cc1Cn1cncn1 (stereo unspecified) | 1930 | 1678 |
| Cc1cc(OCCN2CCOCC2)ccc1[N+](=O)[O-] | 1743 | 1686 |
| Cc1nc2ccccn2c1/C(O)=C1\C(=O)C(=O)N(CCN2CCOCC2)C1c1cccs1 (stereo unspecified) | 1884 | 1690 |
| COCCNC(=O)/C(C#N)=C/c1ccc(OCC(=O)NC2CCCCC2)cc1 | 1795 | 1846 |
| COc1cc(/C=c2\s/c(=C\C(=O)C(C)(C)C)[nH]c2=O)cc(OC)c1OC | 1643 | 1802 |
| Cc1ccc(NC(=O)C(=O)NCCN2CCN(S(C)(=O)=O)CC2)cc1C | 1622 | 1401 |
| COc1ccc(-c2cc(C(=O)Nc3c(C)n(C)n(-c4ccccc4)c3=O)no2)cc1 | 1702 | 1692 |
| O=C(CSc1nnc(NC(=O)C2CC2)s1)NCc1ccco1 | 2121 | 1616 |
| CCOc1ccc(OCCN2CCCCC2)cc1 | 1567 | 1701 |

The results go on.
SMILES | SRC1 TRFRET art | SRC3 TRFRET art
CN1C=CC=C/C1=C1/SC(=S)N(Cc2ccccc2)C1=O | 1666 | 1602
CCN(CC)c1ccc(/C=N/NC(=O)c2cccc(S(=O)(=O)N3CCOCC3)c2)c(O)c1 | 2023 | 1562
C=CCOC(=O)C1=C[C@H](c2cn(C(C)=O)c3ccccc23)C[C@H](OCCCCO)O1 | 1535 | 1636
CCNC(=O)NC(=O)COC(=O)CCCSc1nc2ccccc2s1 | 1846 | 1549
CC1=C(C(=O)N2CCOCC2)C(c2cc(C)ccc2C)NC(=S)N1 (stereo unspecified) | 1752 | 1228
O=C(Nc1ccncc1)c1ccc(C(=O)Nc2ccncc2)cc1 | 1622 | 1612
c1ccc(Nc2c3c(nc4ccccc24)CCC3)cc1 | 1791 | 1699
Cc1ccccc1N=Cc1cc2c(cc1O)OC(N)=C(C#N)C2c1ccccc1 (stereo unspecified) | 2419* | 1831
COc1ccc(OCC(=O)N/N=C2\CCCc3ccccc32)cc1 | 1735 | 1586
O=C(O)CCC(=O)NC(c1ccccc1)c1ccccc1 | 1779 | 1560
CC(C)c1nnc(NC(=O)c2ccc3c(c2)OCO3)s1 | 1932 | 1776
Cn1c(-c2ccc3c(c2)OCO3)cnc1NCc1cccc(O)c1 | 1678 | 1548
CN(C)CCNC(=S)Nc1ccc(-c2nc3ccccc3[nH]2)cc1 | 1845 | 1771
CCCNC(=O)COC(=O)/C=C/c1ccc2c(c1)OCO2 | 1681 | 1605
NS(=O)(=O)c1ccc(N2C(=O)C3CC=CCC3C2=O)cc1 (stereo unspecified) | 1721 | 1443
Cc1cc2c(c(Sc3ccccc3)n1)C(=O)OC2 | 1924 | 1471
COc1cc2c(cc1NC(=O)c1ccccc1F)CCCC2 | 1795 | 1537
CCOC(=O)CSc1ccc2nnc(CCNS(=O)(=O)c3ccccc3)n2n1 | 1909 | 1504
CS(=O)(=O)N(Cc1ccc(Cl)cc1)c1ccc(C(=O)N/N=C/c2cc3ccccc3nc2Cl)cc1 | 2000 | 1550
COc1cc(C(=O)Nc2nc(OC)c(-c3ccccc3)c(OC)n2)cc(OC)c1OC | 1568 | 1359
C[C@@H](O)C1NC(=O)[C@H](CCCCN)NC(=O)c2cc([N+](=O)[O-])cc(I)c2NCCC[C@@H](C(N)=O)NC1=O (stereo partly specified) | 1811 | 1552
C#Cc1ccc([C@H]2C=C(C(=O)NCc3ccccc3)O[C@@H](OCC)[C@@H]2CCCO)cc1 | 1491 | 1378
NNc1ccc(Cc2ccc(Cl)cc2Cl)nn1 | 1769 | 1602
CCC(=O)NC(=S)Nc1ccc(NC(=O)c2ccc(Br)o2)cc1 | 1922 | 1607
COc1ccc(CN(C)C(C)C(=O)Nc2ccc([N+](=O)[O-])cc2Cl)cc1OC (stereo unspecified) | 1918 | 1691
Continued.
SMILES | SRC1 TRFRET art | SRC3 TRFRET art
N#Cc1c(Nc2ccccc2)c(/C=N/N=C/c2ccccc2)c[nH]c1=O | 1746 | 1405
N#CC(Cc1ccccc1OC(F)F)c1nc2ccccc2[nH]1 (stereo unspecified) | 1702 | 1467
COc1cc(/C=C(\C#N)c2nc3ccccc3[nH]2)cc(Br)c1OCc1ccccc1 | 1690 | 1552
COc1ccc(-c2cc(=O)n(-c3ccc([N+](=O)[O-])cc3)[nH]2)cc1 | 1715 | 1640
COc1ccc([N+](=O)[O-])cc1NC(=O)C(C)Sc1ccccc1 (stereo unspecified) | 1696 | 1337
O=C(c1ccco1)N(Cc1ccccc1)c1cccc([N+](=O)[O-])c1 | 1837 | 1595
CN(C)CCCOc1cccc(Oc2ccccc2)c1 | 1854 | 1321
Nc1n[nH]c(N)c1N=Nc1ccc(Cl)cc1Cl | 1843 | 1802
Cc1cccc2sc(NNC(=O)c3cc(-c4cccs4)nc4ccccc34)nc12 | 1778 | 1581
COc1cc2c(cc1OC)C(C)N(C(=O)c1ccc(Br)o1)CC2 (stereo unspecified) | 1701 | 1452
Cc1csc(SCC(=O)N(C)CC(=O)Nc2ccc(F)cc2)n1 | 1907 | 1725
COC(=O)c1ccc2c(=O)n(CCCCCC(=O)NC(C)C)c(=O)[nH]c2c1 | 1995 | 1537
O=C(Cc1cccs1)NNC(=S)NCc1ccco1 | 2122 | 1565

Bioassay records deposited in PubChem BioAssay by The Scripps Research Institute Molecular Screening Center.

Hits appear at their usual frequency; about 0.65% have a hit in one of these screens.
